Bioassay records as filed in PubChem BioAssay.
SMARCA2 activ: activators of SMARCA2 function | 370,000 compounds, 1% hits | MG213 cells, MMTV-luciferase reporter, dexamethasone, overnight | activation, % at 9.1 µM; in the data active = activation above about 7.8%;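 note: 0% = vehicle wells and 100% = reference activator wells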
hcDAF12 agonist: H. contortus DAF-12 activation, primary screen; HEK293 hcDAF-12 lit1-tk-luc reporter, luminescence; 0% DMSO, 100% Δ7-dafachronic acid; activation, % at 6.8 µM; 370,000 compounds, 1.4% hits; AID 652067;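 active = activation above the mean of all tested compounds plus 3 SD, cut at about 5.5% in these data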;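 note: 100% = response to 3 µM Δ7-dafachronic acid high control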
ADAM17 inh: inhibitors of human ADAM17; recombinant ADAM17, EDANS/DABCYL FRET peptide cleavage; inhibition, % at 6.95 µM; AID 720648; 370,000 compounds, 0.83% hits;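 active = inhibition above the mean of compounds lying between control limits plus 3 SD, set per campaign, cut at about 8.5% in these data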;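 note: 0% = DMSO-only wells as the low control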
PLCg1 inh: inhibitors of human phospholipase C gamma1. P19174. purified PLC-gamma1, fluorogenic substrate, fluorescence. inhibition, % at 12.2 µM. 370,000 compounds, 0.84% hits. AID 720700; in the data active = inhibition above about 9.5%
NR1D1 modulator: modulators of human Rev-erb alpha DNA binding; P20393; AID 1259318; Rev-erbα–FITC-DNA binding, fluorescence polarization, 90 min; 370,000 compounds, 0.79% hits; activity, % at 10 µM;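 active = activity above about 14%, limit read from the data; passing the limit was not always enough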;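 note: 0% = DMSO wells with 35 nM protein and 100% = DMSO wells with 750 nM protein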
DAX1 inh-1: inhibitors of DAX1 repression of SF-1 activated StAR promoter | inhibition, % at 6.8 µM | HEK293T StAR-luciferase reporter, SF-1/DAX-1 repression relief | 370,000 compounds, 1.1% hits | AID 652010;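 active = inhibition above the mean over all tested compounds plus 3 SD, cut at about 3.6% in these data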;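 note: 0% = DAX-1 cells with DMSO and 100% = cells lacking DAX-1 with DMSO; higher inhibition means more luminescence from relief of DAX-1 repression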
DAX1 inh-2: inhibits human nuclear receptor DAX1; P51843; HEK293 Gal4-DAX1 luciferase reporter, luminescence; inhibition, % at 6.75 µM; AID 504766; 340,000 compounds, 0.99% hits;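 active = inhibition above the mean over all tested compounds plus 3 SD, cut at about 4.2% in these data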;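 note: 0% = DAX1-transfected cells with DMSO and 100% = empty-vector control cells with DMSO; inhibition shows as a rise in luminescence from relieved DAX1 repression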
Target sequence (P51843 207-470 limits assumed): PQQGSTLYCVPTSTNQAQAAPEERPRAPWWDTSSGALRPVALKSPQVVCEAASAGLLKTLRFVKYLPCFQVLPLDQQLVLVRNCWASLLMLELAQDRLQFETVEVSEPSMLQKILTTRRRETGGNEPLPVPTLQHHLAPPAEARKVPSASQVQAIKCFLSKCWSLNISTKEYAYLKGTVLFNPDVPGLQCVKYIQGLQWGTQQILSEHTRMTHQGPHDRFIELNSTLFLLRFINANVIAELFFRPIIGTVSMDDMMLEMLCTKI
MBD2 DNA inh: blocks human MBD2 binding to methylated DNA. Q9UBB5. TR-FRET, MBD2 binding to methylated oligonucleotide. inhibition, % at 4.4 µM. 370,000 compounds, 0.31% hits. AID 686964; in the data active = inhibition above about 13%
Target sequence (Q9UBB5 whole entry, looked up): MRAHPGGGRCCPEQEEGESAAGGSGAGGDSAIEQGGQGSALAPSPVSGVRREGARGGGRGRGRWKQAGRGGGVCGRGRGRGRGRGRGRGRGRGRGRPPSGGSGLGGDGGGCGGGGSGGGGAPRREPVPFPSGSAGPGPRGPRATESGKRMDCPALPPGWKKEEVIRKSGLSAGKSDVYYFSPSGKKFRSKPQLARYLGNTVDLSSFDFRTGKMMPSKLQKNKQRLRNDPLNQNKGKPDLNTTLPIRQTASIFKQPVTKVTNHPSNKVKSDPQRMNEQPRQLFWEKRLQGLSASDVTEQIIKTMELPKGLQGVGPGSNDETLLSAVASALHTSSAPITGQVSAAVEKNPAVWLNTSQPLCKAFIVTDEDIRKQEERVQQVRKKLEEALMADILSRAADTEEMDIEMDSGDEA
ssDAF12 agonist: activates DAF-12 receptor from parasite S. stercoralis | HEK293 ssDAF-12/GRIP1 lit1-tk-luc reporter, luminescence; % of 3 µM dafachronic acid response | activation, % at 6.8 µM | 370,000 compounds, 1% hits | AID 652126;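 active = activation above the mean over all tested compounds plus 3 SD, cut at about 0.9% in these data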;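 note: 0% = DMSO-only wells and 100% = 3 µM delta7-dafachronic acid wells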
PLC-beta3 inh: blocks human PLC-beta3 enzyme activity. Q01970. Purified PLC-beta3, fluorogenic substrate, fluorescence. inhibition, % at 12.2 µM. 370,000 compounds, 0.18% hits. AID 720704; in the data active = inhibition above about 11%;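 note: 0% = median of compound wells on plate and 100% = full blocker control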
hgDAF-12 ag: hgDAF-12 agonism, primary luciferase screen. 370,000 compounds, 1.8% hits. AID 687014. HEK293 GAL4-hgDAF12 UAS-luciferase reporter, agonist luminescence; normalized to butyrate control. activation, % at 6.8 µM;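 active = activation above a cutoff set at the mean of all screened compounds plus 3 SD, cut at about 10% in these data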;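 note: 0% = DMSO wells and 100% = sodium butyrate wells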
An asterisk follows results filed as active; i = inactive; nt = no result given. Compounds as they come, and some 7.4% of all compounds hit somewhere here.

SMILES,SMARCA2 activ,hcDAF12 agonist,PLC-beta3 inh,DAX1 inh-2,ssDAF12 agonist,ADAM17 inh,DAX1 inh-1,hgDAF-12 ag,MBD2 DNA inh,PLCg1 inh,NR1D1 modulator
COc1ccc(NC(=O)C(=O)NCCCn2ccnc2)cc1,0,1.8,4,0.2,-1.4,0,1.1,2.3,3,1,1
CCN(CC(=O)Nc1c(F)cccc1F)C(=O)c1csc2c1CCCC2,-2,-0.4,6,-0.7,-0.4,0,-0.5,-0.1,4,3,-6
CCCCCNC(=O)C(c1ccccc1)n1c(=O)c(-c2cc3ccccc3[nH]2)nc2ccccc21 (stereo not drawn),-3,4.8,i,nt,-0.5,-81,-0.3,2.1,1,i,-3
Nn1c(SCC(=O)Nc2nccs2)nnc1-c1ccco1,1,0.4,2,0.0,0.9*,0,-0.8,2.2,0,-2,-4
Cc1ccc(NC(=O)CN2CCCC2c2cccs2)cc1S(=O)(=O)N1CCCCC1 (stereo not drawn),-3,-2.3,-4,-0.5,-1.9,-3,-4.1,-3.7,2,5,8
Cc1cc(C(=O)N2CC(C)CC(C)C2)n(-c2ccccc2)n1 (stereo not drawn),0,-1.5,-2,0.1,-1.1,-9,-0.6,-2.0,6,-4,-6
CCc1ccc(CCC(=O)Nc2sc3c(c2C#N)CCCC3)o1,-3,1.0,-13,-1.0,-1.5,-1,-1.4,0.3,0,-8,-4
O=C(N/N=C/c1ccc(F)cc1)c1cccc(NC(=O)c2ccccc2Cl)c1,1,-1.8,2,2.5,-0.7,-2,-0.2,2.2,0,0,0
CCn1c(NC)cc(=O)n(C)c1=O,-2,0.4,2,-1.0,-1.1,1,0.9,2.3,1,2,-4
Cc1cc(NS(=O)(=O)c2ccc3c(c2)OCCO3)no1,-3,0.8,-9,0.4,-0.3,-6,-0.7,-0.3,4,3,-4
CCCc1cc(=O)oc2cc(OC(C)C(=O)NCCCn3ccnc3)ccc12 (stereo not drawn),7.9*,-2.4,-6,-0.4,-1.4,-11,-1.1,2.2,-2,-4,4
O=C(CSc1nnc(NC(=O)Cc2ccccc2)s1)NCc1ccco1,1,-0.9,-5,-0.1,-1.0,-6,-0.2,-0.7,5,0,2
CCCCN(CCCNC(=O)c1ccc(CS(=O)(=O)c2c(Cl)cccc2Cl)o1)Cc1ccccc1,-1,1.9,-8,-0.1,-1.0,-4,-0.3,1.4,1,3,4
CCCCn1c(N)c(N(CCC(C)C)C(=O)c2ccccc2C)c(=O)[nH]c1=O,-3,-2.2,-12,-0.9,-0.3,-3,-0.2,-1.0,-3,-1,3
O=C(CSc1nnc(Nc2ccccc2F)s1)NCc1ccco1,0,-0.5,2,1.9,-0.8,1,0.1,1.6,-6,-1,-13
Cc1cccc(C(=O)c2ccccc2C(=O)O)c1,-3,-0.7,-7,1.9,-1.0,-4,0.3,-0.5,4,1,1
O=S1(=O)CC(N2CCCC2)CN1Cc1cn(Cc2ccc(F)cc2)nn1 (stereo not drawn),-3,-0.7,3,nt,-0.9,-5,-0.7,-3.5,-3,2,4
COc1cc(F)ccc1-c1csc(C(O)c2ccccc2)n1 (stereo not drawn),-3,-0.7,0,nt,-1.9,-1,-0.4,-1.9,-5,3,1
O=c1ccc(-c2n[nH]c(=S)n2-c2ccc(F)c(Cl)c2)n[nH]1,-4,-1.5,-3,-0.7,-1.1,0,0.1,-4.8,8,1,9
Cc1cc(C)c(S(=O)(=O)NCCCN2CCOCC2)cc1Br,2,-0.8,-1,-0.8,-0.9,-4,0.2,2.2,3,2,1

New compounds follow:
SMILES,SMARCA2 activ,hcDAF12 agonist,PLC-beta3 inh,DAX1 inh-2,ssDAF12 agonist,ADAM17 inh,DAX1 inh-1,hgDAF-12 ag,MBD2 DNA inh,PLCg1 inh,NR1D1 modulator
CC1(C)C2CCC1(CS(=O)(=O)NCc1ccc(S(N)(=O)=O)cc1)C(=O)C2 (stereo not drawn),-2,0.6,-4,1.2,-0.1,-2,0.1,-0.8,2,1,-1
O=Nc1[nH]c(=O)c(/C=C(\O)c2ccccc2)nc1NO,0,-1.0,0,0.6,-0.9,4,-0.2,-1.8,-8,7,1
O=C(CCCCCn1c(=O)[nH]c2ccccc2c1=O)NC1CCCC1,-1,0.7,5,nt,-1.5,-4,0.6,0.8,0,4,2
COc1ccc(NC(=O)/C=C/c2ccc(F)cc2)cn1,5,0.0,4,-0.2,-1.2,2,0.9,5.7,0,1,-4
CCOc1ccc(C(=O)Nc2ccc3c(c2)OCCO3)cc1,3,5.9*,-4,-1.2,0.3,0,2.5,12*,1,-1,-8
COc1cc(C(=O)Nc2cccc(-c3nc4cc(C)ccc4o3)c2C)cc(OC)c1OC,3,-0.7,-1,-1.5,-0.8,-3,-0.6,0.2,1,-2,9
COc1ccc(CN2CCC(CNC(=O)NC3CCC(C)CC3)CC2)cc1 (stereo not drawn),-1,-0.2,-2,nt,-0.5,2,1.2,5.6,1,-1,-4
O=C(OCC(=O)N1CCOCC1)c1cc(S(=O)(=O)N2CCOCC2)c(Cl)cc1Cl,-2,-0.4,-4,0.6,-0.6,2,0.6,0.4,0,3,-3
O=C(Nc1cc(Cl)ccc1N1CCOCC1)C1=COCCO1,-1,0.3,-8,-2.1,-0.6,-2,-1.7,-1.6,3,-1,-10
CC1CCCCC1NC(=O)CN1CCC(NC(=O)c2cccc(F)c2)CC1 (stereo not drawn),-2,1.0,-6,0.1,-0.8,-5,-0.1,-3.1,2,-3,3
Cc1[nH]c2ccccc2c1/C=N/NC(=O)CNC(=O)c1ccccc1,-3,-1.7,-8,0.0,-1.3,-4,-0.6,-0.6,-2,-1,-8
C=CCN1C(C(=O)OC)CN(Cc2cn(Cc3ccc(OC)cc3)nn2)CCS1(=O)=O (stereo not drawn),-2,-2.0,3,nt,-1.6,-2,0.7,-5.4,4,0,3
CCCCN1C(N)=NC[C@H]1Cc1ccc(O)cc1,-1,-0.6,1,-0.3,-1.0,-2,0.5,0.2,-3,0,-1
Cc1cc(C(O)c2ncc(-c3ccccc3C)[nH]2)ccc1F (stereo not drawn),-2,0.1,-1,nt,-2.0,-3,1.4,0.5,8,0,-7
Cc1ccc(NC(=O)C2CCN(S(=O)(=O)c3cccnc3)CC2)cc1C,-2,-1.6,-8,-0.3,-1.4,0,-1.5,-2.9,4,0,1
Cc1ccccc1S(=O)(=O)c1c(C)cc(-c2ccccc2)[nH]c1=O,-4,-1.8,-17,-0.3,-1.4,-7,-1.0,1.8,7,-16,-3
O=C(CN1CCN(C2CCCCC2)CC1)Nc1ccc(Br)cc1,3,-0.1,-3,-0.2,-1.5,-3,0.4,-0.4,0,5,-3
COc1ccccc1C(CNC(=O)CSc1ccc2ccccc2c1)N(C)C (stereo not drawn),1,-0.9,-5,-0.4,-0.4,-2,1.4,2.8,-2,0,9
CCC/C=N/Nc1nnc(Cc2ccccc2)c(=O)[nH]1,-2,-1.4,-39,-1.1,-0.4,-8,-0.6,2.5,7,-29,-4
CC(C)(C)CC(=O)Nc1cc2c3c(c1)CCN3C(=O)CC2,-2,1.0,-1,0.8,-0.4,-3,0.0,0.8,0,1,-3

Next part:
SMILES,SMARCA2 activ,hcDAF12 agonist,PLC-beta3 inh,DAX1 inh-2,ssDAF12 agonist,ADAM17 inh,DAX1 inh-1,hgDAF-12 ag,MBD2 DNA inh,PLCg1 inh,NR1D1 modulator
CCCCN(C)CCNC(=O)Cn1ncc2c(=O)oc3ccc(C)cc3c21,0,-0.2,0,0.9,-0.2,-3,1.0,-0.3,3,3,-8
Cc1ccccc1NC(=O)C(=O)NCCCN1CCCC1=O,-1,3.4,1,1.0,-0.4,4,3.7*,0.3,-6,4,3
O=C(Nc1cccc(F)c1)C1CC(=O)N(c2ccc(Br)cc2)C1 (stereo not drawn),-1,-1.6,0,0.7,-0.9,2,-0.2,-0.5,-1,3,-5
Cn1cc(CN2CCCC(C(=O)c3ccc(-c4ccccc4)cc3)C2)cn1 (stereo not drawn),-4,1.1,2,0.0,-0.8,-1,1.4,-2.2,-4,1,4
O=C(CNC(=O)C1CCCCC1)OCC(=O)c1ccc(Cl)s1,4,0.0,2,-0.5,-0.7,0,-0.1,-1.3,1,4,5
CCC(=O)n1nc(-c2ccco2)nc1N,1,-1.7,4,0.8,-0.6,4,-0.3,-1.0,-3,3,-6
COC(=O)c1cc2ccsc2n1CC(=O)Nc1cc(Cl)ccc1OC,-2,2.6,-1,-2.7,-0.8,4,-3.1,0.8,-1,2,7
C1CCN2CC3CC(CN4CCCC[C@@H]34)[C@H]2C1,-4,-0.2,1,-1.2,-1.1,-8,0.1,-1.5,-4,0,0
Clc1cccc(-c2nnc(-c3ccno3)o2)c1,0,0.2,-7,1.0,-1.8,0,0.8,4.8,0,5,-2
COc1cc(OC)c2c(-c3ccccc3)cc(=O)oc2c1C(CCN1CCOCC1)c1ccc(N(C)C)cc1 (stereo not drawn),1,-0.7,-37,-0.9,-1.5,3,-1.1,-0.3,-1,-22,2
Cc1ccc(OCC(=O)Nc2cc(NC(=O)COc3ccc(C)cc3)cc(C(=O)O)c2)cc1,-2,-0.9,-4,-0.4,-1.1,1,-0.5,-1.2,3,-3,4
O=S(=O)(NCCSCc1ccc(Cl)cc1Cl)c1ccc2c(c1)OCCO2,-1,0.1,1,0.8,-0.8,-5,-0.7,-1.0,-8,-2,-7
Cc1ccc2[nH]c(=O)c(CN(Cc3cccs3)S(=O)(=O)c3ccc4c(c3)OCCO4)cc2c1,-3,0.1,2,0.2,-0.9,1,0.9,3.2,-6,-1,13
CC1CC(C)CN(S(=O)(=O)c2ccc3c(c2)CC(C)N3C(=O)C2CC2)C1 (stereo not drawn),-3,-3.8,4,-1.7,-1.7,2,-2.6,-1.2,-4,1,-1
CCCCC[C@@H]1C=C(C(=O)O)[C@H](c2ccc(C#N)cc2)N1S(=O)(=O)c1ccc(C)cc1,-3,0.4,-7,-0.1,-1.0,-6,-0.6,0.8,2,-1,-1
CCCOc1ccc(C(=O)NNC(=S)NC(=O)c2ccccc2[N+](=O)[O-])cc1,0,0.0,-5,0.4,-1.3,4,-0.6,3.4,4,0,-11
CC1(C(=O)Nc2cccc(C#N)c2)CCN1C(=O)C/C=C/c1ccccc1 (stereo not drawn),-4,0.5,6,nt,-0.3,6,-1.1,-4.0,-8,6,0
CCC(Oc1ccccc1)C(=O)Nc1nnc(S(=O)(=O)Nc2ccccc2)s1 (stereo not drawn),-3,0.0,-2,1.1,-0.9,0,-1.1,5.1,-3,-2,0
Cc1ccc(NC(=O)N2CCCC2C(=O)Nc2ccc(-n3cnnn3)c(C)c2)cc1 (stereo not drawn),0,-0.6,3,0.8,-1.5,-4,0.1,0.8,-3,-1,0
Cn1c2ccccc2c2c(C(=O)N3CCN(c4ccccc4)CC3)cn(C3CCCC3)c(=O)c21,-2,-2.6,-7,1.0,-1.2,-10,-1.1,-1.8,3,-7,9
